CDK5 p35 inh – blocks human CDK5/p35 kinase activity; Q00535+Q15078; 330,000 compounds, 0.01% hits; Recombinant CDK5/p35, ADP-Glo luminescence, 60 min; inhibition, % at 10 µM;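 active = highest replicate inhibition of at least 50% and at least 75% of replicates reaching 50%; inconclusive = only one of the two criteria met; inactive = both criteria failed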;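 note: plate controls were DMSO neutral control for no effect and GW8510 at 10 µM for full effect; many of its hits are not listed in these tables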
MITF TRPM1 HTS – MITF TRPM1 promoter activation in melanoma cells; SK-MEL-5 TRPM1-promoter luciferase, 24 h; % of positive control, neutral wells = 0; activation, % at 12.5 µM; 300,000 compounds, 0.75% hits;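 active = mean activation of at least 80% with every replicate also reaching 80%; inconclusive = mean reaches 80% but some replicate falls short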;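 note: 0% = neutral control wells and 100% = parthenolide positive control wells; values of inactives mirror those of a sister screen read the other way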
Wnt bcat act – activates Wnt/beta-catenin signaling in a reporter cell assay. activator, plate reader. activation, % at 9.35 µM. 300,000 compounds, 1.2% hits. AID 743398; in the data active = activation above about 30%, passing the limit was not always enough; inconclusive = no clear call, values can overlap the other calls;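 note: 0% = neutral control wells and 100% = positive control wells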
CAL PDZ FP-1 – CAL PDZ (human) peptide binding inhibition. Q9HD26. AID 602252. 300,000 compounds, 0.92% hits. inhibition, % at 24.9 µM. purified CAL PDZ, TMR-peptide fluorescence polarization, 1 h;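 active = mean inhibition of at least 30% with at least half of replicates also reaching 30%; inconclusive = no clear call, values can overlap the other calls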;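 note: 0% = DMSO neutral control and 100% = excess unlabeled competitor peptide PRC23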
RTF Ca sens act – increases calcium sensitivity of human cardiac regulated thin filaments; 340,000 compounds, 0.24% hits; activation, % at 7.2 µM; IANBD-labeled TnC RTF fluorescence at EC20 calcium; 0% EC20 calcium, 100% full calcium; P19429+P45379;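 active = activation above the mean over all tested compounds plus 3 SD, cut at about 30% in these data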;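 note: rise in fluorescence read as greater calcium sensitivity of cardiac thin filaments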
Tat export inh – blocks Tat-dependent protein export in E. coli; E. coli MC4100 TorA-mCherry Tat export, fluorescence; inhibition, % at 10 µM; 340,000 compounds, 0.036% hits;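 active = mean replicate inhibition at least 50% and at least half of replicates individually reaching 50%; inconclusive = only one of the two criteria met; inactive = neither criterion met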;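 note: exported cargo escapes ClpAP degradation while cytoplasmic cargo is degraded and loses fluorescence; 0% = median of neutral control wells and 100% = median of NaSCN control wells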
V-ATPase pH – yeast V-ATPase proton transport regulation by pHLuorin; AID 504577; response, % at 10 µM; 350,000 compounds, 0.37% hits; S. cerevisiae, pHLuorin cytosolic pH fluorescence; in the data active = response mostly above about 7.3%, no sharp cut-off; inactive = mostly below about 5.4%; note: actives read high; inactives centre near 0; some compounds called inactive have numbers as strong as hits
dFosB act – activators of mouse delta FosB homodimer; activation, % at 25 µM; purified delta FosB, TAMRA-CDK5 oligo fluorescence polarization; percent of positive-control signal above neutral wells; 340,000 compounds, 0.99% hits; P13346;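 active = mean activation above about 17%, with every replicate also reaching it, limit read from the data, passing the limit was not always enough; inconclusive = only one of the two conditions met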;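 note: fluorescence polarization rise as delta FosB binds a TAMRA Cdk5 AP-1 oligo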
Target sequence (P13346 whole entry, looked up): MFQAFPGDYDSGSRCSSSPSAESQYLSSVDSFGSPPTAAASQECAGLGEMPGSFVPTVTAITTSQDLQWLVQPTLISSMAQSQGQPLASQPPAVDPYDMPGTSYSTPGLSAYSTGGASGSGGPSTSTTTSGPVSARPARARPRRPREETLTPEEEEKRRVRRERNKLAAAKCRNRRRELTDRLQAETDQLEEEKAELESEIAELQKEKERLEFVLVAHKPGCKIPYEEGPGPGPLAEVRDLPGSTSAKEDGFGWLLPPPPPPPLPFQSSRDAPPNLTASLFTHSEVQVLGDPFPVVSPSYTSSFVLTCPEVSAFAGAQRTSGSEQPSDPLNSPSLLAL
CAL PDZ FP-2 – inhibitors of human CAL PDZ peptide binding; purified CAL PDZ, TMR-peptide fluorescence polarization, 1 h; inhibition, % at 20 µM; 330,000 compounds, 0.02% hits; AID 504414;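 active = highest replicate inhibition of at least 40%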;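 note: plate controls were DMSO neutral control wells for no effect and unlabeled competitor peptide control wells for full effect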
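Control set: unlabelled peptide and DMSO controls / Material: purified CerCALP PDZ construct / Timing: 1 h incubation at room temperature before polarization reading / Doses: 20 µM, one dose / Detection: fluorescence polarization (mP)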
Rtt109 HAT inh – inhibitors of Candida albicans Rtt109/Vps75 histone acetyltransferase. inhibition, % at 34.9 µM. purified Rtt109/Vps75, ThioGlo CoA-SH fluorescence, 4 h. AID 540336. Q5AAJ8. 330,000 compounds, 0.16% hits;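 active = inhibition of at least 50% in every replicate; inconclusive = best replicate reaches 50% inhibition but some replicates fall short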
Target sequence (Q5AAJ8 whole entry, looked up): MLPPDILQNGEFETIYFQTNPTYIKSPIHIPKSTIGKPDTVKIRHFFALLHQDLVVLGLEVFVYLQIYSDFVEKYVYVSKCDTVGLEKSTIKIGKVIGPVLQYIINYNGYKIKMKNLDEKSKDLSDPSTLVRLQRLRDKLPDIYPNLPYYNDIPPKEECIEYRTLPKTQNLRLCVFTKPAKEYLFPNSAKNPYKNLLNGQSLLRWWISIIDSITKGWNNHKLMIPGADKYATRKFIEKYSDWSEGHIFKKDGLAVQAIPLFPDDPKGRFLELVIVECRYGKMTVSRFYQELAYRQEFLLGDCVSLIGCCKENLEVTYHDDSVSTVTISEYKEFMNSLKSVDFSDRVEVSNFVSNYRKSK
* marks the source's active call; other numbers are inactive results.

CC(C)(C)S(=O)N1Cc2cc(=O)n(Cc3ccccc3)cc2[C@H]1CCO (stereo partly specified) was read as CDK5 p35 inh -0.4, MITF TRPM1 HTS -4, Wnt bcat act 0, CAL PDZ FP-1 -1, RTF Ca sens act -3, Tat export inh -7, V-ATPase pH 0, dFosB act 1, CAL PDZ FP-2 -2.0 and Rtt109 HAT inh 4.
`CCN(CC)S(=O)(=O)c1ccc2oc(Nc3ccccc3)nc2c1` gave CDK5 p35 inh 0.5, MITF TRPM1 HTS 42, Wnt bcat act 10, CAL PDZ FP-1 -7, RTF Ca sens act -3, Tat export inh 9, V-ATPase pH 0, dFosB act -22, CAL PDZ FP-2 -2.0 and Rtt109 HAT inh -1.
For Oc1c(C=C2N=c3ccccc3=N2)sc(=S)n1C1CCCC1 the results were CDK5 p35 inh 0.9, MITF TRPM1 HTS 6, CAL PDZ FP-1 1, RTF Ca sens act 1, Tat export inh 3, V-ATPase pH 0, dFosB act -2, CAL PDZ FP-2 0.0 and Rtt109 HAT inh 0.
O=C(CN1C(=O)CCC1=O)NNc1ccc2ccccc2c1 was read as CDK5 p35 inh -2.0, MITF TRPM1 HTS -18, Wnt bcat act 1, RTF Ca sens act -4, Tat export inh 0, V-ATPase pH 0, dFosB act 6, CAL PDZ FP-2 -0.6 and Rtt109 HAT inh 10.
`COc1ccc(CSc2ncnc3sccc23)cc1F` gave CDK5 p35 inh 0.2, MITF TRPM1 HTS 17, Wnt bcat act 13, CAL PDZ FP-1 2, RTF Ca sens act -4, Tat export inh 9, V-ATPase pH 0, dFosB act -20, CAL PDZ FP-2 27 and Rtt109 HAT inh -3.
O=C(OCc1nc2ccccc2s1)c1cccc(S(=O)(=O)N2CCOCC2)c1 was read as CDK5 p35 inh -0.4, MITF TRPM1 HTS -21, CAL PDZ FP-1 -7, RTF Ca sens act -1, Tat export inh 5, V-ATPase pH 3, dFosB act -2, CAL PDZ FP-2 -1.3 and Rtt109 HAT inh 2.
NC(=O)c1ccc(SCC(=O)OCC(=O)NCc2cccs2)c([N+](=O)[O-])c1 was read as CDK5 p35 inh -0.2, MITF TRPM1 HTS -7, Wnt bcat act -2, CAL PDZ FP-1 -18, RTF Ca sens act -1, Tat export inh -4, V-ATPase pH 10, dFosB act -3, CAL PDZ FP-2 -0.1 and Rtt109 HAT inh 3.
`O=C(Nc1c(C(=O)N2CCOCC2)cnn1-c1ccccc1)c1ccccc1` gave CDK5 p35 inh 0.3, MITF TRPM1 HTS -3, CAL PDZ FP-1 -2, RTF Ca sens act -6, Tat export inh -5, V-ATPase pH 3, dFosB act 4 and Rtt109 HAT inh -1.
For CCCCOc1ccc(C(=O)NCC(=O)N(C)Cc2nc3ccccc3c(=O)[nH]2)cc1 the results were CDK5 p35 inh 1.1, MITF TRPM1 HTS -3, Wnt bcat act -5, CAL PDZ FP-1 -12, RTF Ca sens act -6, Tat export inh -2, V-ATPase pH 1, dFosB act -17, CAL PDZ FP-2 -0.5 and Rtt109 HAT inh 0.
Screening CC(C)CNS(=O)(=O)c1ccc(OCC(=O)Nc2ccc3c(c2)OCO3)c(Cl)c1 returned CDK5 p35 inh -2.2, MITF TRPM1 HTS 5, RTF Ca sens act 2, Tat export inh 2, V-ATPase pH -1, dFosB act 2, CAL PDZ FP-2 0.0 and Rtt109 HAT inh -3.
CCn1c(CNc2cccc(C(F)(F)F)c2)n[nH]c1=S was read as CDK5 p35 inh 0.6, MITF TRPM1 HTS 4, Wnt bcat act -5, CAL PDZ FP-1 -1, RTF Ca sens act 7, Tat export inh -3, V-ATPase pH 3, dFosB act -3, CAL PDZ FP-2 -3.6 and Rtt109 HAT inh 1.
`O=C(Nc1ccc(N2CCOCC2)cc1)c1ccc(-c2ccccc2[N+](=O)[O-])o1` gave CDK5 p35 inh -0.8, MITF TRPM1 HTS 24, Wnt bcat act 1, CAL PDZ FP-1 -2, RTF Ca sens act 10, Tat export inh -5, V-ATPase pH -1, dFosB act -8, CAL PDZ FP-2 -0.3 and Rtt109 HAT inh -4.

The list goes on; it opens with the 2 that closed the last part.
CCn1c(CNc2cccc(C(F)(F)F)c2)n[nH]c1=S was read as CDK5 p35 inh 0.6, MITF TRPM1 HTS 4, Wnt bcat act -5, CAL PDZ FP-1 -1, RTF Ca sens act 7, Tat export inh -3, V-ATPase pH 3, dFosB act -3, CAL PDZ FP-2 -3.6 and Rtt109 HAT inh 1.
`O=C(Nc1ccc(N2CCOCC2)cc1)c1ccc(-c2ccccc2[N+](=O)[O-])o1` gave CDK5 p35 inh -0.8, MITF TRPM1 HTS 24, Wnt bcat act 1, CAL PDZ FP-1 -2, RTF Ca sens act 10, Tat export inh -5, V-ATPase pH -1, dFosB act -8, CAL PDZ FP-2 -0.3 and Rtt109 HAT inh -4.
`O=C1C(Cl)=C(NCCN2CCCCC2)C(=O)c2ccccc21` gave CDK5 p35 inh 0.1, MITF TRPM1 HTS -98, CAL PDZ FP-1 0, RTF Ca sens act -1, Tat export inh -23, V-ATPase pH -1, dFosB act 11, CAL PDZ FP-2 -0.5 and Rtt109 HAT inh 5.
For Cc1cc(/C=C(\C#N)C(N)=O)c(C)n1-c1ccc(N2CCOCC2)c([N+](=O)[O-])c1 the results were CDK5 p35 inh -1.8, MITF TRPM1 HTS 7, Wnt bcat act -5, CAL PDZ FP-1 1, RTF Ca sens act -10, Tat export inh 1, V-ATPase pH 3, dFosB act -2, CAL PDZ FP-2 -4.1 and Rtt109 HAT inh -5.
For O=C(CSc1ccc(Cl)cc1)NC1CCCc2ccccc21 (stereo unspecified) the results were CDK5 p35 inh -0.2, MITF TRPM1 HTS 5, Wnt bcat act -2, CAL PDZ FP-1 6, RTF Ca sens act 4, Tat export inh -4, V-ATPase pH -2, dFosB act -1, CAL PDZ FP-2 -0.9 and Rtt109 HAT inh 8.
Screening CC(C)c1ccc(OCC(=O)NNC(=S)NC(=O)c2ccco2)c(Br)c1 returned CDK5 p35 inh 1.0, MITF TRPM1 HTS 7, Wnt bcat act 1, CAL PDZ FP-1 -2, RTF Ca sens act -2, Tat export inh 5, V-ATPase pH -1, dFosB act 1, CAL PDZ FP-2 -0.9 and Rtt109 HAT inh 2.
`Cc1cc(/C=N\NC(=O)COc2cccc3cccnc23)c(C)n1-c1ccccc1` gave CDK5 p35 inh 0.6, MITF TRPM1 HTS 36, Wnt bcat act -2, CAL PDZ FP-1 3, RTF Ca sens act -3, Tat export inh 6, V-ATPase pH -1, dFosB act -2, CAL PDZ FP-2 -0.8 and Rtt109 HAT inh 2.
Screening NC(=S)c1cc2cc(Br)ccc2oc1=O returned CDK5 p35 inh -3.5, MITF TRPM1 HTS -2, Wnt bcat act 0, RTF Ca sens act 3, Tat export inh 0, V-ATPase pH 1, dFosB act 3, CAL PDZ FP-2 -0.5 and Rtt109 HAT inh -3.
Screening COc1cccc(OC)c1OCCCOc1ccc(C)cc1Br returned CDK5 p35 inh -1.7, MITF TRPM1 HTS 15, CAL PDZ FP-1 -3, RTF Ca sens act 6, Tat export inh 9, V-ATPase pH 1, dFosB act -6, CAL PDZ FP-2 -0.7 and Rtt109 HAT inh -3.
For COc1ccc(CN(C#N)c2nc(SC)nc(N(C)C)n2)cc1 the results were CDK5 p35 inh 1.2, MITF TRPM1 HTS 3, CAL PDZ FP-1 -4, RTF Ca sens act 0, Tat export inh 3, V-ATPase pH 0, dFosB act -3, CAL PDZ FP-2 -2.2 and Rtt109 HAT inh 10.
Screening CCC(=O)Nc1ccccc1C(=O)OCC(=O)c1ccc2ccccc2c1 returned CDK5 p35 inh -1.4, MITF TRPM1 HTS 8, Wnt bcat act 50*, RTF Ca sens act 0, Tat export inh 3, V-ATPase pH -1, dFosB act -17, CAL PDZ FP-2 -2.0 and Rtt109 HAT inh -6.
For COc1ccc(NC(=O)Cn2ccc3c(OC)cccc3c2=O)cc1 the results were CDK5 p35 inh 0.7, MITF TRPM1 HTS 9, Wnt bcat act 5, CAL PDZ FP-1 -2, RTF Ca sens act 1, Tat export inh 12, V-ATPase pH -3, dFosB act -4, CAL PDZ FP-2 -1.3 and Rtt109 HAT inh 3.
`Cc1ccc(N2CCN(C(=O)c3cc(COc4c(C)cccc4C)on3)CC2)c(C)c1` gave CDK5 p35 inh 0.6, MITF TRPM1 HTS 5, Wnt bcat act 1, CAL PDZ FP-1 -3, RTF Ca sens act 0, Tat export inh -1, V-ATPase pH 4, dFosB act -14, CAL PDZ FP-2 -3.2 and Rtt109 HAT inh 0.
Screening Cc1cc(C)c(C#N)c(Oc2ccccc2Br)n1 returned CDK5 p35 inh 0.2, MITF TRPM1 HTS -1, Wnt bcat act -5, CAL PDZ FP-1 -4, RTF Ca sens act -2, Tat export inh inconclusive, V-ATPase pH -4, dFosB act -11, CAL PDZ FP-2 -2.3 and Rtt109 HAT inh 8.

Not a retest: 5 of the compounds above.
`Cc1cc(/C=N\NC(=O)COc2cccc3cccnc23)c(C)n1-c1ccccc1` gave CDK5 p35 inh 0.6, MITF TRPM1 HTS 36, Wnt bcat act -2, CAL PDZ FP-1 3, RTF Ca sens act -3, Tat export inh 6, V-ATPase pH -1, dFosB act -2, CAL PDZ FP-2 -0.8 and Rtt109 HAT inh 2.
Screening NC(=S)c1cc2cc(Br)ccc2oc1=O returned CDK5 p35 inh -3.5, MITF TRPM1 HTS -2, Wnt bcat act 0, RTF Ca sens act 3, Tat export inh 0, V-ATPase pH 1, dFosB act 3, CAL PDZ FP-2 -0.5 and Rtt109 HAT inh -3.
Screening COc1cccc(OC)c1OCCCOc1ccc(C)cc1Br returned CDK5 p35 inh -1.7, MITF TRPM1 HTS 15, CAL PDZ FP-1 -3, RTF Ca sens act 6, Tat export inh 9, V-ATPase pH 1, dFosB act -6, CAL PDZ FP-2 -0.7 and Rtt109 HAT inh -3.
For COc1ccc(CN(C#N)c2nc(SC)nc(N(C)C)n2)cc1 the results were CDK5 p35 inh 1.2, MITF TRPM1 HTS 3, CAL PDZ FP-1 -4, RTF Ca sens act 0, Tat export inh 3, V-ATPase pH 0, dFosB act -3, CAL PDZ FP-2 -2.2 and Rtt109 HAT inh 10.
Screening CCC(=O)Nc1ccccc1C(=O)OCC(=O)c1ccc2ccccc2c1 returned CDK5 p35 inh -1.4, MITF TRPM1 HTS 8, Wnt bcat act 50*, RTF Ca sens act 0, Tat export inh 3, V-ATPase pH -1, dFosB act -17, CAL PDZ FP-2 -2.0 and Rtt109 HAT inh -6.

Source: PubChem (several laboratories)
